Screening results as filed in PubChem.
procasp3 activ: activators of human procaspase-3 D3A mutant, primary screen, biochemical, absorbance, PC-3 D3A mutant, single concentration. Caspase-3 (Homo sapiens), P42574. recombinant procaspase-3 D3A, Ac-DEVD-pNA absorbance 405 nm. activation, % at 8.5 µM. 0.11% of 330,000 active. AID 463141, 2010;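 active means activation above the mean of all tested compounds plus 3 SD, cut at about 21% in these data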;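 further: 0% = DMSO alone and 100% = DMSO wells spiked with extra 5 µM PC-3 D3A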
Target sequence (P42574 whole entry D9A/D28A/D175A): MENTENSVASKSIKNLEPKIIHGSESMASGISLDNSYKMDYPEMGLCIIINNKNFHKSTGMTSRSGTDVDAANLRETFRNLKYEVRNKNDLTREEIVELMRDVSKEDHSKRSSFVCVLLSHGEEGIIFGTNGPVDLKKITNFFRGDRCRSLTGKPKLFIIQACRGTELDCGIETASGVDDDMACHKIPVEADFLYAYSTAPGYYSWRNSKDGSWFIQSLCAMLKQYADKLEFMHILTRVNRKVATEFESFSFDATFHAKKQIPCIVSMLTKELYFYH
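Evaluation: percent activation relative to control range; Material: Procaspase-3 D3A mutant, all three cleavage aspartates alanine; Compound: single dose, 8.5 µM nominal compound, 0.8% DMSO; Replication: one well per compound; Signal: absorbance at 405 nm, 0 and 120 min; Schedule: 1 h preincubation plus 2 h reaction at 25 °C.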
PP1 counter: PP1-alpha phosphatase inhibitors, primary screen, counter-screen for PP5 inhibitor project, biochemical, fluorescence, OMFP substrate, single point; purified PP1alpha; inhibition, % at 6.7 µM; 0.9% of 320,000 active; AID 2235, 2010;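 active means inhibition above the mean inhibition of all tested compounds plus 3 SD, computed separately for each screening campaign, cut at about 15% in these data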
TPT1 inh: Candida albicans TPT1 enzyme inhibitors, primary screen, biochemical, fluorescence polarization; tRNA 2'-phosphotransferase TPT1 (Candida albicans SC5314); recombinant caTPT1, FP RNA substrate dephosphorylation; inhibition, % at 5 µM; 0.81% of 300,000 active; AID 1962, 2009;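 active means inhibition above the mean of all tested compounds plus 3 SD, set per screening campaign, cut at about 24% in these data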;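 further: plate controls were DMSO alone for no effect and ferristatin control at 100 nM for full effect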
Fh CTSL1 inh: Fasciola hepatica cathepsin L1 inhibitors, primary screen, counter-screen for PFM18AAP inhibitor project, biochemical, QFRET, fluorogenic peptide substrate. recombinant F. hepatica cathepsin L1, Z-Leu-Arg-MCA fluorescence. inhibition, % at 5.96 µM. 0.49% of 300,000 active. AID 1906, 2009;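 active means inhibition above the mean of all tested compounds plus 3 SD, set per screening campaign, cut at about 17% in these data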;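 further: 0% = plate median of test compound wells and 100% = 1 µM Z-Phe-Ala-diazomethylketone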
procasp7 counter: procaspase-7 activators, primary screen, counter-screen for procaspase-3 activator project, biochemical, absorbance, HTS, human | Caspase-7 (Homo sapiens), P55210 | recombinant procaspase-7, Ac-DEVD-pNA absorbance 405 nm; D23A/D198A/D206A triple mutant, cannot self-cleave; scale: DMSO 0, 5 µM enzyme 100 | activation, % at 8.5 µM | 0.093% of 330,000 active | AID 463210, 2010;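 active means percent activation above the screen-wide mean plus 3 SD, cut at about 25% in these data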
Target sequence (P55210 whole entry D23A/D198A/D206A): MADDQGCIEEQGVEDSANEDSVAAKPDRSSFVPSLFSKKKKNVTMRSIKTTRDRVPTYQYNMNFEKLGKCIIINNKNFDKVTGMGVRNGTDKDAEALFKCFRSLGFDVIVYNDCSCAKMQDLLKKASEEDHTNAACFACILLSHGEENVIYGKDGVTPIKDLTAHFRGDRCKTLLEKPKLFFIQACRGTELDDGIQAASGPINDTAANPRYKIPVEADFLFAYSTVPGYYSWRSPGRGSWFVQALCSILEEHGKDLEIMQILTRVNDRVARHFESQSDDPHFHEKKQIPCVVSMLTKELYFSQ
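System: Uncleavable procaspase-7 mutant enzyme; Amount: 2 µM procaspase-7 mutant as dispensed; Schedule: 1 h compound preincubation, 2 h substrate cleavage, 25 °C; Measured by: 405 nm absorbance of p-nitroaniline; Evaluation: percent activation from buffer-corrected 0–120 min absorbance change; Control set: low DMSO alone, high DMSO plus 5 µM PC-7.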
PP5 inh: PP5 phosphatase inhibitors, primary screen, biochemical, fluorescence; inhibition, % at 6.7 µM; Serine/threonine-protein phosphatase 5 (Homo sapiens), P53041; purified PP5c, OMFP substrate fluorescence; 0.18% of 320,000 active;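 active means inhibition above the campaign's mean inhibition across all tested compounds plus 3 SD, cut at about 9.5% in these data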;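 further: 0% = DMSO only and 100% = 100 µM cantharidin control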
Target sequence (P53041 whole entry, looked up): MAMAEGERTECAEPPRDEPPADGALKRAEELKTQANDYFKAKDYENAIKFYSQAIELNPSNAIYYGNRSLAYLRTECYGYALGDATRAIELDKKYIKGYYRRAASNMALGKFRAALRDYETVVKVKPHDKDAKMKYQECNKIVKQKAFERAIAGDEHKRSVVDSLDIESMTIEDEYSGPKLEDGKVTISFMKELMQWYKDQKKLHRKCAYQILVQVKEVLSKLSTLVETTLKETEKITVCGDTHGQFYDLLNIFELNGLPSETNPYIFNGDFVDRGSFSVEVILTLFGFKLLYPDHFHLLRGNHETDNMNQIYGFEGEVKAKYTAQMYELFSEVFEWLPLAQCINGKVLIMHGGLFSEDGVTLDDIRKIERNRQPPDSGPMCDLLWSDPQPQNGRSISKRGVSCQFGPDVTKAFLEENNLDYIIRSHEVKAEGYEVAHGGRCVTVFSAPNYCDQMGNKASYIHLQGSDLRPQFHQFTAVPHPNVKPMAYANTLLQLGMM
AHR activator: AHR activators, primary screen, cell-based, luminescence, luciferase reporter, human; 2.5% of 320,000 active; AHR-responsive luciferase reporter cells; activation, % at 5 µM; in the data active means activation above about 47%;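 further: 0% = vehicle wells and 100% = reference agonist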
HCV core dimer: inhibitors of HCV core protein dimerization, primary screen, biochemical, TR-FRET, high-throughput; inhibition, % at 5 µM; 0.33% of 300,000 active; TR-FRET GST/Flag-core106 dimerization, 1536-well;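 active means inhibition above the mean of all tested compounds plus 3 SD, set per screening campaign, cut at about 45% in these data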
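Assay system: GST-tagged and Flag-tagged HCV core protein residues 1-106 / Times: compound-protein-antibody incubation 4 h at 22.5 °C / Signal: time-resolved FRET, ex 340 nm, em 617 and 671 nm / Evaluation: % inhibition based on acceptor/donor emission ratio / Benchmarks: wells lacking GST-core106 and wells with excess unlabelled core106 / Repeats: singlicate, one well per compound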
PAFAH2 inh: PAFAH2 enzyme inhibitors, primary screen, biochemical, fluorescence polarization, human. Platelet-activating factor acetylhydrolase 2, cytoplasmic (Homo sapiens), Q99487. recombinant PAFAH2, FP-rhodamine activity probe. inhibition, % at 3.39 µM. 0.99% of 340,000 active;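 active means inhibition above the mean over all tested compounds plus 3 SD, cut at about 30% in these data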;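 further: inhibitors block probe labeling of enzyme so polarization drops; 0% = enzyme with DMSO and 100% = wells lacking PAFAH2 protein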
Starred values were filed as active, the others as inactive; / = not tested or not shown.

Compound	procasp7 counter	PP1 counter	Fh CTSL1 inh	procasp3 activ	HCV core dimer	TPT1 inh	AHR activator	PP5 inh	PAFAH2 inh
Cc1cc(C)nc(NS(=O)(=O)c2ccc(NC(=O)CN3C(=O)c4ccccc4C3=O)cc2)n1	9	-5	-5	-8	-1	-6	-2	1.0	/
CCCCn1c(SCC(N)=O)nc2ccc(N3CCOCC3)cc2c1=O	-10	1	13	-2	-4	0	27	-1.0	2
CC1CCCCC1NC(=O)/C=C/c1nc2ccccc2s1 (stereo not drawn)	3	1	23*	-3	-2	0	11	0.7	4
Cc1ccc(-c2cc(C(=O)O)c3cc(Br)ccc3n2)o1	-23	2	9	-18	8	-3	7	-1.4	12
O=C(/C=C/c1ccccc1)N1c2ccccc2Sc2ccc(C(F)(F)F)cc21	0	2	1	-4	0	4	0	0.5	-1
Cc1cc(N2C(=O)C(=O)/C(=C(/O)c3ccc(F)cc3)C2c2cccc(Br)c2)no1 (stereo not drawn)	-4	16*	4	-7	0	-4	2	-0.8	-3
CC(C)C(NC(=O)c1ccccc1)C(=O)NC1=NCCS1 (stereo not drawn)	3	0	-2	8	-6	1	-1	1.8	0
COc1ccc(C)cc1C(=O)C1CC(C(=O)O)C(C)(C)C1C (stereo not drawn)	16	-2	-1	1	0	-4	1	0.1	3
Cc1cccc(C(C)C)c1NC(=O)CN(C)Cc1cccc(F)c1	-4	-6	-1	0	4	2	0	1.5	3
CCN(c1ccc(OC)cc1)S(=O)(=O)c1nnc(NC(=O)C2CCCCC2)s1	-3	-1	-5	-21	6	-5	0	-0.1	6
O=C(Nc1ccc(Br)cc1)N1CCCCCCC1	15	-2	3	2	-4	-2	0	-0.2	0
O=C(Cc1ccc(S(=O)(=O)N2CCCCC2)s1)Nc1cccc2ccccc12	-12	2	2	3	22	-1	12	2.3	-2
CSc1cccc(NC(=O)N2CCCC(CNS(=O)(=O)Cc3ccccc3)C2)c1 (stereo not drawn)	8	1	-1	-3	-5	-1	4	3.2	-4
Cc1ccnc(SCc2cc(=O)c(OC(=O)c3ccccc3)co2)n1	-1	-2	-6	2	0	-1	1	-0.4	1
Cc1nc(C/C(=N\Nc2ccccc2)c2ccc(O)cc2O)cs1	4	-3	3	0	-3	2	21	0.8	1
CC(C)Oc1ccc(C(=O)NC2(C(F)(F)F)N=C3SCCN3C2=O)cc1 (stereo not drawn)	12	3	-1	-7	-4	1	-1	1.4	3
O=C(CSc1nnc(CNC(=O)c2cccs2)o1)NC1CCCCC1	4	1	-2	-6	-8	-1	2	2.2	1
C#CCOCCOCCOCCNc1nc(N2CCOCC2)nc(N2CCN(C(=O)[C@H](Cc3ccc(O)cc3)n3cc([C@@H](N)CC(C)C)nn3)CC2)n1	-9	2	-1	7	6	2	0	2.4	-2
CCSC(C)CC1C/C(=N/O)c2c(C)noc2C1 (stereo not drawn)	-5	-1	-9	2	2	-8	-4	2.2	1
Cc1ccc(-c2cc(C(=O)Nc3ccc(S(=O)(=O)Nc4ncccn4)cc3)[nH]n2)c(O)c1C	10	8	2	5	7	2	-2	1.2	-31
COc1cc2ccccc2cc1-c1nnc(COc2ccccc2)o1	1	-10	-1	2	5	-1	6	1.1	-9
Cc1ccn2nc(C(=O)OCC(=O)N(CC(C)C)C3CCS(=O)(=O)C3)nc2n1 (stereo not drawn)	4	1	/	7	/	/	1	-2.5	1
CC(C)c1ccc(OCC(O)CNC(C)c2ccccc2)cc1 (stereo not drawn)	4	-2	-3	8	-6	2	3	4.2	-2
Cc1ccc(/C=C/C(=O)OCC(=O)Nc2cccnc2Cl)o1	7	/	/	-3	/	/	-1	/	14
CCCN(CC(=O)Nc1ccccc1C)C(=O)c1ccc(C2SCCS2)cc1	0	-4	-6	1	3	-2	8	-1.8	8

(list continues)
Compound	procasp7 counter	PP1 counter	Fh CTSL1 inh	procasp3 activ	HCV core dimer	TPT1 inh	AHR activator	PP5 inh	PAFAH2 inh
COCC(C)NCc1ccc(C)cc1C (stereo not drawn)	-1	3	-2	1	1	-4	0	-1.3	-9
COC(=O)c1sc(NC(=O)C2CCCCC2C(=O)O)c(C(=O)OC)c1C (stereo not drawn)	10	1	6	6	8	-2	-1	2.8	-2
Cc1onc(C(=O)N2CCC(C(N)=O)CC2)c1-c1ccccc1Cl	-2	-5	-1	8	1	-1	0	0.1	-4
COc1ccc(N(CC(=O)NCc2ccc(F)cc2)S(=O)(=O)c2c(C)n[nH]c2C)cc1	5	-2	1	-1	-2	-1	1	-1.1	0
COc1ccc(C(=O)NCc2cccnc2)cc1OC	1	-2	-1	2	-1	-2	7	-2.6	-5
CC(C)(C)c1ccc(C(=O)Nc2ccc(O)c3c(=O)cc(-c4ccccc4Cl)oc23)cc1	-6	-3	0	3	14	-3	-1	-0.9	-14
NS(=O)(=O)c1ccc(NC(=O)COC(=O)c2cc3ccccc3oc2=O)cc1	6	-2	-2	5	-6	0	1	-0.2	3
O=C(Nc1nnc(-c2ccc(F)cc2)o1)c1ccc(S(=O)(=O)N2CCOCC2)cc1	6	1	1	-3	2	-2	-2	0.9	1
Cc1noc(C)c1NC(=O)Nc1ccc2c(c1)C(=O)N([C@H](C)CO)C[C@H](C)[C@@H](CN(C)S(=O)(=O)c1cccs1)O2	0	/	/	0	/	/	0	/	-5
Cc1ccc(SC(c2ccc(C)cc2)C(Cn2cncn2)C(=O)c2ccccc2)cc1 (stereo not drawn)	13	0	4	-2	8	2	2	0.0	-12
COc1ccc(CCNC(=O)c2cc(-c3ccncc3)nc3ccc(S(=O)(=O)N4CCOCC4)cc23)cc1OC	6	2	0	-4	4	4	2	-0.7	1
COc1ccc(CCNC(=O)C2CCCN(Cc3nc(-c4cccc(Cl)c4)oc3C)C2)cc1OC (stereo not drawn)	-4	-1	0	-7	1	-3	-1	1.2	0
CCN1CCN(c2c(S(=O)(=O)c3ccc(C)c(C)c3)cnc3ccc(F)cc23)CC1	0	-7	-3	-2	8	-1	0	-0.7	-5
O=C(OCn1nnc2ccccc2c1=O)C12CC3CC(CC(O)(C3)C1)C2	1	-2	0	-1	-6	1	-1	-0.8	12
N=c1c2c(n(Cc3ccc(F)cc3)c3c1CCC3)CCCC2	3	0	-1	-2	0	0	-1	-0.9	0
COCCNC(=O)c1cn(C)c(=O)c2cc(OC)c(OC)cc12	9	1	0	-2	0	5	4	2.1	-8
CCCc1cc(=O)oc2cc(OCC(=O)Nc3ccc(S(N)(=O)=O)cc3)ccc12	-1	1	-1	6	11	1	0	-2.2	-35
COc1ccc(OC)c(NC(=O)CN2CCN(C(=O)c3ccco3)CC2)c1	1	-5	-5	-3	0	-7	1	-0.9	0
O=C(CSc1nnc(COc2cccc3cccnc23)o1)N1CCN(C(=O)c2ccco2)CC1	-6	-1	0	3	6	-4	4	-1.3	2
O=C(NCC(c1cccs1)N1CCOCC1)c1ccc(Cl)c(S(=O)(=O)N2CCOCC2)c1 (stereo not drawn)	4	6	-2	6	0	-1	3	-0.4	-6
C=CCOC(=O)C1=C[C@H](c2coc3ccccc3c2=O)C[C@H](OCCCCO)O1	-1	-2	1	9	14	1	2	1.7	-1
Cc1ccc(-c2nn(-c3ccccc3)cc2C2CC(c3cccs3)=NN2C(=O)CCCC(=O)O)cc1 (stereo not drawn)	-9	12	2	5	19	-3	0	-1.0	1
CCOC(=O)c1cc(OC(=O)c2ccccc2OC)n(-c2ccccc2)n1	-2	-3	-5	-5	-5	1	3	3.4	-2
CCOc1ccc(Cc2c(Cl)nc(SC)nc2N(C)C)cc1	6	-1	2	-8	0	0	1	-0.7	2
COc1cc(/C=C/C(=O)OCC(=O)NCCN2C(=O)CSC2=O)ccc1OCC#N	11	-2	/	1	/	/	3	1.5	-4

The list continues.
Compound	procasp7 counter	PP1 counter	Fh CTSL1 inh	procasp3 activ	HCV core dimer	TPT1 inh	AHR activator	PP5 inh	PAFAH2 inh
CN(CCCNC(=O)c1cc2c(=O)[nH]c3ccccc3c2n1C)Cc1ccccc1	-5	5	-1	-7	3	0	12	1.5	3
CC(C)Cn1c(CN2CCN(C(=O)c3ccco3)CC2)nc2c1c(=O)n(C)c(=O)n2C	3	10	-1	-2	-1	0	2	-1.5	4
O=C(O)c1cccnc1SC1CC(=O)N(c2cccc(C(F)(F)F)c2)C1=O (stereo not drawn)	5	-4	-2	-1	0	-7	-3	-1.8	5
COCCNC(=O)c1cc(-c2ccccc2OC)on1	-2	-5	-3	-2	-7	-3	-1	-0.7	3
CCOC(=O)c1cnc(Nc2ccccc2)nc1C(F)(F)F	-7	2	3	2	1	5	-1	2.1	7
CCCCN(C)C(=O)C(Cc1ccccc1)NS(=O)(=O)c1ccc2c(c1)c(=O)n(C)c(=O)n2C (stereo not drawn)	0	-1	-1	7	2	-4	2	-0.9	-1
O=C(c1cccc(F)c1)N1CCN(Cc2cccc(Br)c2)CC1	-2	2	1	0	4	0	-2	-0.2	1
O=C(NC1CC2CCC1C2)C1COc2ccccc2O1 (stereo not drawn)	-3	5	2	10	7	3	5	-5.0	-4
C#CCOCCOCCOCCNc1nc(N2CCN(C(=O)[C@H]([C@@H](C)CC)n3cc([C@@H](N)Cc4ccc(O)cc4)nn3)CC2)nc(N2CCN(C(=O)[C@H]([C@@H](C)CC)n3cc([C@@H](N)CC(C)C)nn3)CC2)n1	1	4	9	-7	-2	1	0	0.2	-1
COc1ccccc1CCNC(=O)C(=O)NCC1OCCCN1S(=O)(=O)c1cc(C)ccc1C (stereo not drawn)	12	1	-2	3	2	0	10	3.5	3
CSc1nc2ccc(NC(=O)c3ccccn3)cc2s1	8	2	-4	8	0	-1	12	3.6	-10
Cc1ccc(-c2nnc(SCC(=O)Nc3cccnc3Cl)n2N)cc1	0	/	/	-4	/	/	3	/	1

Part of the list above in order of count of non-hydrogen atoms, ascending:
Compound	procasp7 counter	PP1 counter	Fh CTSL1 inh	procasp3 activ	HCV core dimer	TPT1 inh	AHR activator	PP5 inh	PAFAH2 inh
O=C(OCn1nnc2ccccc2c1=O)C12CC3CC(CC(O)(C3)C1)C2	1	-2	0	-1	-6	1	-1	-0.8	12
O=C(O)c1cccnc1SC1CC(=O)N(c2cccc(C(F)(F)F)c2)C1=O (stereo not drawn)	5	-4	-2	-1	0	-7	-3	-1.8	5
O=C(Nc1nnc(-c2ccc(F)cc2)o1)c1ccc(S(=O)(=O)N2CCOCC2)cc1	6	1	1	-3	2	-2	-2	0.9	1
